mHtt clearance = compounds clearing mutant huntingtin protein; HeLa Exon1htt(103Q)mCFP, aggregate imaging; zero = plate's median compound well; inhibition, % at 1.5 µM; 0.42% of 47,000 active; AID 853;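 active = inhibition of aggregate fluorescence above about 70%, also judged a hit by eye on the cell image, limit read from the data, passing the limit was not always enough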;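 also: cells exposed to compound for three days before fixation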
mHtt clearance grain fraction = recorded beside mHtt clearance, whose call it bears; fraction fluorescence in grains; measured here: aggregate grain fluorescence fraction; active compounds read low;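 scaled fraction of total cell fluorescence in grains with unit not stated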
Numbers without * were called inactive; i = inactive. This is a subset; count on the stated rates, not on these rows.

entry	SMILES	mHtt clearance	mHtt clearance grain fraction
1	COc1ccc(N(CC(=O)NCCSC(C)(C)C)S(C)(=O)=O)c(OC)c1	14	15
2	COc1cc(NS(C)(=O)=O)c(OC)cc1NC(=O)c1ccccc1	-37	23
3	COC(=O)CC1C(=O)NCCN1C(=O)c1ccccc1 (stereo not given)	-3	39
4	COc1ccc(C2/C(=C(\O)c3ccc4c(c3)OCCO4)C(=O)C(=O)N2CCCN(C)C)cc1 (stereo not given)	37	26
5	O=C(CSc1ncn[nH]1)c1ccco1	-14	21
6	CC(C)(C)OC(=O)NCC(=O)N1CCC(C(=O)O)CC1	19	30
7	CCCCOC(=O)Nc1ccc(C(=O)OC)cc1	-31	48
8	O=C(CNS(=O)(=O)c1cccs1)N1CCc2ccccc2C1	31	14
9	O=C(COC(=O)c1ccccn1)Nc1ccc(S(=O)(=O)N2CCOCC2)cc1	29	28
10	CCN1C2=NCCCN2c2ccccc21	43	11
11	O=C(Nc1ccccc1)c1ccc(NCC2CCCO2)c(S(=O)(=O)N2CCOCC2)c1 (stereo not given)	-7	21
12	O=C(CCCC(=O)OCC(=O)NC1CCCC1)Nc1ccccn1	18	31
13	CCc1nnc(NC(=O)C2Cc3ccccc3CN2S(=O)(=O)c2ccc(C)cc2)s1 (stereo not given)	-51	61
14	COCCn1nnnc1CN1CCN(c2cccc(C(F)(F)F)c2)CC1	36	20
15	CC/C(O)=C(\C#N)c1nnc2n1CCCCC2	-1	40
16	O=C(Nc1ccc2c(c1)OCCO2)c1cc2sccc2n1Cc1ccc(F)cc1	-3	41
17	COc1ccc(C(=O)CSc2nnc(C(CO)NC(=O)c3ccc(OC)cc3)n2C)cc1 (stereo not given)	42	10
18	CCOC(=O)c1cnc2sc3c(n2c1=O)CCCC3	1	38
19	O=C(CCc1ccccc1)Nc1nncs1	-61	65
20	COc1cc(C(=O)NCC(c2cccnc2)N2CCN(c3ccccc3)CC2)cc(OC)c1OC (stereo not given)	-8	49
21	CCc1cccc(OCCCCN(CC)CC)c1	32	14
22	COc1cccc(C(=O)N(CN2CCCC2=O)c2cc(C)on2)c1	6	35
23	Cc1cccc2cc(C#N)c(NCCNS(=O)(=O)c3ccc4c(c3)OCCO4)nc12	i	362
24	COc1ccc(C2C3=C(CCCC3=O)Nc3nc4ccccc4n32)cc1OC (stereo not given)	64	6.6
25	CCOC(=O)CSc1ccc(-c2nc3cc(C)c(C)cc3[nH]2)cn1	-5	42
26	Cn1c(-c2ccc(C(C)(C)C)cc2)n[nH]c1=S	-40	30
27	COc1ccc(/C=N/c2nc3ccccc3n2C)cc1OC	-45	48
28	N/C(=N\c1nc2c(c(=O)[nH]1)CCCC2)Nc1ccccc1Sc1ccccc1	-9	25
29	C[N+]1(CC(=O)OCCCc2ccccc2)CCOCC1	7	41
30	CCOC(=O)CN1NC2(CCC(C)CC2)NC1=S (stereo not given)	-20	28
31	CCC(C(=O)O)n1c(C(F)(F)F)nc2ccccc21 (stereo not given)	-44	26
32	COCCSc1nnc(NC(=O)Cc2cccs2)s1	-90	37
33	NC(=O)C1(N2CCCCC2)CCN(C2CC(=O)NC2=O)CC1 (stereo not given)	-14	21
34	COC(=O)c1sc(NC(=O)c2csc3c2CCCC3)nc1C	-59	30
35	CCC(=O)Nc1nc(-c2ccccc2)ns1	-30	25
36	O=C(CSc1nccn1-c1cccc(Cl)c1)NC1CCCC1	54	7.8
37	Cc1cc2c(s1)CCCCC(=O)N2	-19	24
38	O=C(NCc1cccs1)C1CCN(c2ccc(S(=O)(=O)N3CCOCC3)cc2Cl)CC1	-297	138
39	CC(C)C(=O)Nc1ccc(C(=O)NC2CCSC2=O)cc1 (stereo not given)	9	19
40	CC(C)(C)n1cnc2cc(NS(=O)(=O)c3ccccc3)ccc21	26	12
41	CN1C(=O)CSc2ccc(C(=O)O)cc21	8	33
42	COc1ccc(CC(=O)Nc2ccc(S(=O)(=O)NCC3CCCO3)cc2)cc1 (stereo not given)	-38	24
43	Cc1ccc2c(c1)-c1ccccc1S(=O)(=O)N2	0	37
44	NC1=NC2=C(CCCC2)C2(CCCCC2)S1	35	22
45	Cc1ccc(CNC(=O)c2cc3c(=O)n(C)c4ccccc4c3n2C)o1	31	31
46	COc1ccc(C(=O)CSc2nnc(-c3ccco3)n2CC2CCCO2)cc1 (stereo not given)	-26	50
47	NC(=O)C1CCN(C(=O)C23CC4CC(CC(C4)C2)C3)CC1	3	44
48	O=C(c1cc2nc(-c3ccco3)cc(C(F)(F)F)n2n1)N1CCCCCC1	29	27
49	O=C(O)COc1ccc2c3c(c(=O)oc2c1)CCC3	-44	54
50	O=C(NC1CCCCCC1)c1ccc(CN2CCOCC2)cc1	4	38

5 compounds drawn at random from those above, as already listed:
entry	SMILES	mHtt clearance	mHtt clearance grain fraction
42	COc1ccc(CC(=O)Nc2ccc(S(=O)(=O)NCC3CCCO3)cc2)cc1 (stereo not given)	-38	24
37	Cc1cc2c(s1)CCCCC(=O)N2	-19	24
50	O=C(NC1CCCCCC1)c1ccc(CN2CCOCC2)cc1	4	38
49	O=C(O)COc1ccc2c3c(c(=O)oc2c1)CCC3	-44	54
45	Cc1ccc(CNC(=O)c2cc3c(=O)n(C)c4ccccc4c3n2C)o1	31	31

Next section.
entry	SMILES	mHtt clearance	mHtt clearance grain fraction
51	CCN(CC)C(=O)COc1ccc2oc(C)c(C(=O)OC)c2c1	15	17
52	CCCCCCC1CCC(C(=O)Nn2c(C)nc3ccccc3c2=O)CC1 (stereo not given)	8	29
53	COc1ccc2cc(CN(CCO)C(=O)c3ccc(Br)cc3)c(=O)[nH]c2c1	-22	20
54	C=CCNC(=O)c1c(-c2c(F)cccc2Cl)noc1C	-2	20
55	Cc1ccc2ccccc2c1COC(=O)c1nonc1N	18	15
56	CC1CCCCN1S(=O)(=O)c1ccc(S(=O)(=O)N2CCN(c3ccccc3)CC2)cc1 (stereo not given)	-2	33
57	Cc1noc(C)c1S(=O)(=O)N(CC(=O)N1CCCCCC1)c1ccc(C(C)C)cc1	62	17
58	O=C(C(F)C(F)(F)F)N1CCN(c2ccccc2)CC1 (stereo not given)	-41	26
59	CC(C(=O)NCC1(c2ccccc2)CCCC1)N1CCOCC1 (stereo not given)	29	15
60	COc1cccc(-c2nc(=S)c3c(n2Cc2ccco2)CCCC3)c1	-20	25
61	CC1CCN(C(=O)CSc2ccc(-c3ccc(F)cc3)nn2)CC1	30	13
62	CCOC(=O)C1=C(C)NC(C)=C(C(=O)OCC)C1c1ccc(OC)cc1	-38	51
63	CC(=O)C1=C(C)NC(SCC(=O)c2ccc(Cl)cc2Cl)=C(C#N)C1c1ccco1 (stereo not given)	-15	44
64	CCCn1c(C(O)c2cc(OC)ccc2OC)nc2ccccc21 (stereo not given)	7	16
65	O=C(C1CCC1)N1CCc2cc(S(=O)(=O)NCc3cccnc3)ccc21	-18	43
66	CC1CCN(C(=O)CSc2nnc(CNC(=O)COc3ccc(Cl)cc3)o2)CC1	0	24
67	Cc1cc(NCCCN2CCOCC2)n2ncc(-c3ccc(Cl)cc3)c2n1	67	11
68	CCn1c(=O)n(CC)c2cc([N+](=O)[O-])ccc21	-16	45
69	Cc1c(C(=O)NCCCN2CCCC2=O)oc2ccccc12	12	18
70	CCOC(=O)C1CCN(C(=O)CCNC(=O)Cn2ccc3ccccc3c2=O)CC1	40	20
71	c1ccc2[nH]c(CN3CCCCC3)nc2c1	19	16
72	COc1ccc(CSc2nncn2N)cc1Br	-6	33
73	Cn1c(=O)c2nc(NCc3ccccc3)cnc2n(C)c1=O	39	21
74	O=C(OCC(=O)N1CCOCC1)c1ccc2c(c1)OCCO2	3	33
75	C=CCNC(=O)CN(c1ccc(F)c(Cl)c1)S(C)(=O)=O	19	15
76	Cc1cc(C(F)(F)F)nn1Cc1n[nH]c(=S)n1-c1cccc(Cl)c1	15	33
77	COCCn1nnnc1C(c1cc2ccc(OC)cc2[nH]c1=O)N1CCN(C2CCCCC2)CC1 (stereo not given)	-24	37
78	Cc1ccc2nsnc2c1S(=O)(=O)NCCc1c(C)[nH]c2ccc(F)cc12	29	22
79	Cc1oc(-c2ccc(Cl)cc2)nc1CN1CCCC(C(=O)NCCCN2CCOCC2)C1 (stereo not given)	22	29
80	Cc1nc(Nc2nc3ccccc3o2)nc2c1CCC2	32	14
81	Cc1ccc(N2C(=O)N(CC(=O)N3CCCc4ccccc43)C(=O)C2C)cc1 (stereo not given)	-28	51
82	CCC(=O)n1nc(-c2ccco2)nc1SCc1ccccc1	22	16
83	CC(NC(=O)NCCCn1ccnc1)(C(F)(F)F)C(F)(F)F	10	33
84	CC(C)(C)n1nnnc1CN1CCN(C2CCCC2)CC1	33	11
85	Cc1ccc(C(=O)Nc2cc(=O)n(C)c(=O)n2C)cc1C	-36	46
86	Cn1c(C(=O)N2CCN(Cc3ccc4c(c3)OCO4)CC2)cc2c(=O)n(C)c3ccccc3c21	38	30
87	CN(C)c1ccnc(NCc2ccccc2)c1C#N	-4	19
88	CC(Oc1ccc(-c2ccccc2)cc1)C(=O)N1CCOCC1 (stereo not given)	-1	20
89	CCc1ccc(NC(=O)CN(c2cccc(C)c2)S(C)(=O)=O)cc1	21	24
90	Cc1ccc(NC(=O)COc2ccc(-n3cnnn3)cc2)cc1C	17	16
91	CN(C)CCCOC(=O)c1ccccc1Cl	73*	4.8*
92	O=C(NC1CCCC1)C(c1cccs1)N(Cc1ccco1)C(=O)c1csnn1 (stereo not given)	12	18
93	O=C(Nn1cnnc1)c1cc2c(s1)CCCC2	-4	19
94	CCOC(=O)CN1C(=O)C(O)(C2CCc3ccccc3C2=O)c2ccccc21 (stereo not given)	20	14
95	CCOC(=O)CC(=O)CSc1nc(-c2ccccc2)cc(-c2ccc(Cl)cc2)c1C#N	5	29
96	CC1CN(c2ncnc3c2oc2ccccc23)CC(C)O1 (stereo not given)	-4	20
97	O=C(CSc1nnnn1-c1ccccc1)Nc1ccc(N2CCOCC2)c(Cl)c1	-43	23
98	CC(=O)c1cccc(NC(=O)NC2CCCCC2)c1	23	29
99	Cc1nn(Cc2ccccc2)c2c1C(c1ccccc1)C(C#N)=C(N)O2 (stereo not given)	30	13
100	CC(CCc1ccccc1)NC(=O)c1ccco1 (stereo not given)	10	17

Further compounds.
entry	SMILES	mHtt clearance	mHtt clearance grain fraction
101	O=C(CCNS(=O)(=O)c1cccs1)N1CCc2ccccc2C1	21	15
102	c1ccc(OCc2nn3c(C4CCCCC4)nnc3s2)cc1	-14	40
103	COC(=O)c1cc(NC(=O)c2cccc(C(F)(F)F)c2)c(=O)oc1C/C=N/OCc1cccc(Cl)c1Cl	-84	39
104	COc1ccc(/C=C/c2ccncc2)cc1	-19	52
105	CC(NC(=O)CSc1nnc(COc2ccccc2)o1)c1ccccc1 (stereo not given)	-28	49
106	CCn1c(=O)cc(OCC(=O)NCc2cccnc2)c2ccccc21	-24	48
107	CCn1c(SCC(=O)N2CCN(S(=O)(=O)c3ccccc3)CC2)nnc1-c1cccs1	21	29
108	CC(=O)Nc1ccc(S(=O)(=O)N2CCC(N(C)CCC(C)C)CC2)cc1	-14	23
109	CC(C)NC(=O)CCCn1c(=S)[nH]c2cc3c(cc2c1=O)OCO3	0	37
110	CCCCC(=O)c1ccc(O)cc1	14	16
111	Cc1c(N(C)C(=O)C23CC4CC(CC(C4)C2)C3)c(=O)n(-c2ccccc2)n1C	64	13
112	Cc1cc(C)nc(Sc2ncnc3sc4c(c23)CCC4)n1	15	17
113	O=C(Nc1ccccc1Cl)N1CCN(c2ccc3nncn3n2)CC1	41	27
114	COc1ccc2c(c1OC)C(=O)OC2Nc1ccccn1 (stereo not given)	30	12
115	Cc1cccc(C(=O)Nc2nc(C)c(C(=O)Nc3ccc4c(c3)CCC4)s2)c1	25	28
116	Cc1ccccc1-c1nc(CN2CCC(C(=O)O)CC2)c(C)o1	22	28
117	N#Cc1c2n(c(=O)[nH]c1=O)CCCCC2	-23	24
118	O=S(=O)(c1cccc(C(F)(F)F)c1)N1CCN(c2nnnn2-c2ccccc2)CC1	42	20
119	Cc1nc2ccc(S(=O)(=O)NCC(=O)N3CCc4ccccc43)cc2s1	41	23
120	COc1cccc2cc(C(=O)CC3(O)C(=O)N(Cc4ccccc4)c4ccccc43)c(=O)oc12 (stereo not given)	-20	37
121	O=C(NCc1n[nH]c(=S)n1-c1ccccc1)c1ccco1	5	35
122	Cc1cc(=O)oc(C)c1C(=O)Nc1cnc2ccccc2c1	-17	47
123	CCOC(=O)c1c(C)c(C(=O)NC2CCCCC2)c(C)n1CC	0	33
124	CC(=O)Nc1cc(-c2ccccc2)ccc1O	51	17
125	O=C(O)c1cccc(S(=O)(=O)N2CCCC2)c1	58	15

One compound at a time (already shown). Order of values: mHtt clearance | mHtt clearance grain fraction
Entry for Cc1cccc(C(=O)Nc2nc(C)c(C(=O)Nc3ccc4c(c3)CCC4)s2)c1 : 25 | 28
Entry for CCn1c(SCC(=O)N2CCN(S(=O)(=O)c3ccccc3)CC2)nnc1-c1cccs1 : 21 | 29

Carrying on:
entry	SMILES	mHtt clearance	mHtt clearance grain fraction
126	COc1ccc(-c2cc(C(F)(F)F)nc(NC3CCCC3)n2)cc1OC	13	32
127	CCn1c(COc2ccccc2C)nnc1SCC(=O)Nc1cc(C)on1	-10	23
128	CCOc1ccc2[nH]c(=O)c(CN(CCO)C(=O)c3ccc(F)cc3)cc2c1	14	18
129	CCC(=O)N(CCC(Cc1ccccc1)c1ccc2c(c1)OCO2)Cc1ccccc1F (stereo not given)	-23	48
130	O=C(Oc1cc(-c2ccccc2)no1)c1cccc(C(F)(F)F)c1	21	16
131	O=C(CN1CCCC1)Nc1ccc(-c2nc3cc(NC(=O)CN4CCCC4)ccc3o2)cc1	-82	37
132	COP(=O)(/C=C/c1ccccc1)C(O)c1ccc(F)cc1 (stereo not given)	24	16
133	Cc1ccccc1NS(=O)(=O)c1ccc(OCC(=O)NCc2ccco2)cc1	39	13
134	O=C(O)CSc1nnc(-c2ccco2)o1	-42	52
135	Cc1c(C(=O)N2CCCCCC2)nnn1-c1nonc1N	50	22
136	CCOC(=O)C(/C(N)=N/C(=O)Nc1ccccc1)=C(\C)O	-22	44
